Source: PubChem (NMMLSC)
Bim-Bcl-W: inhibitors of Bim-Bcl-W interaction, human; AID 952; 190,000 compounds, 0.02% hits; bead-based flow cytometry, Bim peptide-Bcl-W binding; inhibition, % at 10 µM; Q92843;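 note: 0% = bound tracer without compound and 100% = peptide blocker; higher means less fluorescent Bim peptide bound to Bcl-W beads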
GSH bead fluor: GSH bead compound fluorescence profile | AID 1776 | 190,000 compounds, 0.25% hits | fluorescence (KMESF) at 10 µM | GSH beads flow cytometry, compound fluorescence 488/530 nm; active compounds read high; in the data active = fluorescence above about 89;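 note: glutathione beads carrying GST-tagged Bcl family fusion proteins plus one bare bead set; values are compound well signal with DMSO vehicle wells as background; inactives centre near 16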
Avidin fluor: compound fluoresces at 488/530 nm on avidin beads | compound fluorescence 488/530 nm, flow cytometry; active compounds read high | 220,000 compounds, 0.38% hits | fluorescence (KMESF) at 10 µM | AID 1775; in the data active = fluorescence above about 47; note: inactives centre near 10
Bim-Bfl-1: disrupts Bim binding to human Bfl-1. Q16548. Bead-based flow cytometry, Bim-Bfl-1 binding inhibition. inhibition, % at 10 µM. 190,000 compounds, 0.12% hits;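 note: 0% = wells without compound plus tracer and 100% = blocker peptide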
ABCG2 block: blocks JC-1 efflux by human ABCG2 transporter; IgMXP3 cells, flow cytometry; inhibition, % at 6.6 µM; 190,000 compounds, 0.1% hits;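 active = inhibition above 80%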;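 note: 0% = DMSO and 100% = nicardipine control wells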
Target sequence (Q9UNQ0 whole entry, looked up): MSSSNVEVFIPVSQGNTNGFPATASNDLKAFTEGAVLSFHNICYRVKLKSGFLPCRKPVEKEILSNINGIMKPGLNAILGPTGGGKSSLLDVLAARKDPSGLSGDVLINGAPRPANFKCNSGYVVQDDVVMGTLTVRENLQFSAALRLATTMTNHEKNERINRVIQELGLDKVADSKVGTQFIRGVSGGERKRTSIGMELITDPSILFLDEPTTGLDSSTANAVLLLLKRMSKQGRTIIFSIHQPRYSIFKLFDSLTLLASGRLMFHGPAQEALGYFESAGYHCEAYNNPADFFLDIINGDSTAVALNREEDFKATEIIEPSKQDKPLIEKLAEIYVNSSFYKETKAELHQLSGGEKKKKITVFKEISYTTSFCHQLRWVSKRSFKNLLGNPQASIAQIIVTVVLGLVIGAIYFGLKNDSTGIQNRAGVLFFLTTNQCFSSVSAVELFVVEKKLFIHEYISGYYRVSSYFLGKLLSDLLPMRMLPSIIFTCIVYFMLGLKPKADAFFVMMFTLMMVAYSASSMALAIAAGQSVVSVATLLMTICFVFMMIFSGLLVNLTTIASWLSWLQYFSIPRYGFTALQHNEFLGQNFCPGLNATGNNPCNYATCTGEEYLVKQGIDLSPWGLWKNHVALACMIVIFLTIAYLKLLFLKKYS
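Test system: IgMXP3 (ABCG2) plus far-red-tagged CCRF-Adr (ABCB1) cells. Reagent: JC-1 dye as substrate. Timing: 10 min exposure at 25 °C with rotation, no wash. Measured by: flow cytometric JC-1 green MFI at 530 nm. Read-out: percent efflux inhibition, scaled nicardipine 100% to DMSO 0%. Control set: nicardipine and DMSO wells.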
RGS4-Gao reg: modulates binding of RGS4 to human Galphao | 220,000 compounds, 0.33% hits | binding response (% of control), % at 10 µM | P09471 | Multiplexed bead flow cytometry; actives lie on both sides; in the data active = binding response below about 49% or above about 150%; inactive = in between;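 note: fluorescent Galphao activated with aluminum fluoride binding bead-coupled RGS4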
ABCB1 inh: human ABCB1 inhibition, ABCG2 as counter-screen; CCRF-Adr cells, JC-1 efflux, flow cytometry; inhibition, % at 6.6 µM; 190,000 compounds, 0.067% hits; AID 1326; in the data active = inhibition above about 40%;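 note: 0% = vehicle and 100% = reference inhibitor; higher value means more JC-1 retained so stronger ABCB1 efflux block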
Bcl-XL Bim block: inhibitors of Bim-Bcl-XL interaction, human. 190,000 compounds, 0.04% hits. Bim peptide-Bcl-XL binding, bead flow cytometry, fluorescence. inhibition, % at 10 µM
Bcl-2 Bim block: human Bim-Bcl-2 interaction inhibition; P10415; inhibition, % at 10 µM; AID 950; Bead-based flow cytometry, Bim peptide-Bcl-2 binding; 190,000 compounds, 0.06% hits; in the data active = inhibition above about 40%; inconclusive = no clear call, values can overlap the other calls;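 note: 0% = no compound wells with probe peptide and 100% = reference peptide inhibitor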
Target sequence (P10415 whole entry, looked up): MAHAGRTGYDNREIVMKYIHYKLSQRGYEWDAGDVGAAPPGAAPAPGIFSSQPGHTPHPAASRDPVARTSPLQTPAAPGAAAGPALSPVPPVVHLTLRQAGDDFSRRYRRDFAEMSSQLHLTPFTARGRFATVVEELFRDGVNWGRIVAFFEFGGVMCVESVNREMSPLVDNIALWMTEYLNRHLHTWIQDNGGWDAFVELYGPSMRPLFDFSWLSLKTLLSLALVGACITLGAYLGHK
Bcl-B Bim block: human Bim-Bcl-B interaction inhibition; AID 951; Q9HD36; inhibition, % at 10 µM; 190,000 compounds, 0.073% hits; bead-based flow cytometry, Bim peptide-Bcl-B binding;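 note: 0% = tracer peptide without compound and 100% = reference inhibitor peptide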
Target sequence (Q9HD36 whole entry, looked up): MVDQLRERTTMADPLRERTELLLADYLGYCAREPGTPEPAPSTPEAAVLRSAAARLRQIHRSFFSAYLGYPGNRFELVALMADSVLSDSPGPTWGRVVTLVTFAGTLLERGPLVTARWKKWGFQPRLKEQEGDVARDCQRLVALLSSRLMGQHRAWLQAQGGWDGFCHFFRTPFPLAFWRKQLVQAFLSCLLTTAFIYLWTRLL
RGS7-Gao: human RGS7-Galphao interaction regulation | 220,000 compounds, 0.35% hits | binding response (% of control), % at 10 µM | P09471 | AID 1439 | Multiplexed bead flow cytometry, RGS7-Galphao binding; actives lie on both sides; in the data active = binding response below about 49% or above about 150%; inconclusive = no clear call, values can overlap the other calls; inactive = in between;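 note: fluorescent Galphao held in activated GDP-AlF4 state binding bead-coupled RGS7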
Active calls of the source: *; ? = inconclusive. Cut-off read from the data, not from the text of the source, unless noted: active = inhibition above about 40%.

SMILES	Bim-Bcl-W	GSH bead fluor	Avidin fluor	Bim-Bfl-1	ABCG2 block	RGS4-Gao reg	ABCB1 inh	Bcl-XL Bim block	Bcl-2 Bim block	Bcl-B Bim block	RGS7-Gao
CC(=O)Nc1ccc(S(=O)(=O)NCC(C)NS(=O)(=O)c2ccc(NC(C)=O)cc2)cc1 (stereo unspecified)	1.0	37	15	-8.0	0.3	101.0	0.1	0.0	-8.0	-6.0	97.8
CCN(C(=O)COC(=O)COc1ccc2c(C)cc(=O)oc2c1)C1CCS(=O)(=O)C1 (stereo unspecified)	3.0	26	24	-2.0	0.7	100.8	0.2	-2.0	3.0	-2.0	102.5
Cc1ccc(S(=O)(=O)N2CCCC2C(=O)OCc2ccccc2)cc1 (stereo unspecified)	-4.0	9	14	-2.0	3.7	90.8	0.8	-8.0	-3.0	-6.0	92.2
Cc1ccc(NNc2c(C)nc3ccccc3nc2=O)cc1	0.0	10	11	-1.0	2.8	101.9	0.0	-1.0	-1.0	0.0	?
CC1CCN(C(=O)c2scc3c2OCCO3)CC1	0.0	17	15	1.0	1.3	99.9	-0.2	1.0	7.0	0.0	98.7
Cc1cccc(C)c1N=C1NN=C(c2ccccc2F)CS1	-8.0	18	7	-11.0	3.6	97.0	0.1	-11.0	-6.0	-16.0	100.2
O=C(NCCCn1ccnc1)c1cccc(S(=O)(=O)Nc2ccccc2F)c1	1.0	22	10	-1.0	-0.3	104.7	-0.2	2.0	-2.0	1.0	102.9
CN(C)S(=O)(=O)N(CC(=O)N1CCOCC1)c1ccccc1	-4.0	56	1	-1.0	3.8	75.6	0.9	2.0	-2.0	0.0	87.3
O=C(COC(=O)c1ccccn1)NCCCc1ccccc1	-6.0	20	30	-19.0	21.1	100.5	1.0	-9.0	-11.0	-8.0	101.6
COc1ccc(CCNC(=O)CCc2nc3ccccc3[nH]2)cc1OC	-2.0	57	26	-8.0	1.4	103.6	0.3	-3.0	-6.0	-7.0	103.7
CC(=O)NCC(=O)N(C)C(C(=O)Nc1ccc(C(C)C)cc1)c1ccccc1 (stereo unspecified)	1.0	41	9	-9.0	3.1	96.0	0.1	-3.0	-10.0	-4.0	94.4
CCc1cccc2c(C(=O)CCl)c[nH]c12	-3.0	15	20	-10.0	7.5	101.5	0.5	-6.0	-7.0	-6.0	100.5
Cc1ccc(NC(=O)NC(=O)CSc2n[nH]c(N)n2)c(C)c1	-4.0	16	10	-5.0	19.9	97.7	0.7	-5.0	-4.0	-6.0	?
CCCNC(=O)COC(=O)c1ccc(N2CCCC2)c([N+](=O)[O-])c1	2.0	14	10	-8.0	-0.9	104.4	-0.7	0.0	-1.0	10.0	100.8
COc1ccc(C(=O)N/N=C/c2sc3ccccc3c2O)cc1	1.0	11	10	1.0	-5.8	99.9	0.0	0.0	4.0	-4.0	93.0
Cc1cc(C=O)c(C)n1-c1ccc(Cl)c(C(=O)O)c1	-1.0	9	8	-4.0	-3.9	102.8	-0.8	-1.0	0.0	-2.0	98.0
Cc1cc(C)n(C(=O)COc2ccc([N+](=O)[O-])cc2)n1	-6.0	8	3	-4.0	9.8	101.8	1.1	-4.0	-4.0	-7.0	102.0
CCSc1nnc(NC(=O)c2csc3c2CCC(C)C3)s1 (stereo unspecified)	0.0	9	9	-5.0	0.0	105.3	0.0	-2.0	1.0	-1.0	104.4
Oc1ccc(/C=N/Nc2nc(N3CCCCCC3)nc(N3CCCCCC3)n2)c(O)c1	-1.0	10	20	-8.0	-1.2	102.4	-0.7	-5.0	-6.0	-5.0	99.4
CC(=O)Nc1cccc(NC(=O)COc2nncc3ccccc23)c1	0.0	6	2	-1.0	-0.8	98.7	0.1	-3.0	0.0	0.0	98.9
N/C(=N\NC(=O)c1sccc1OCc1ccc(Cl)cc1Cl)c1ccccn1	0.0	14	8	-1.0	8.0	100.7	1.6	-2.0	-1.0	0.0	93.8
CCCCN(C)S(=O)(=O)c1ccc(C(=O)N(CCN(C)C)c2nc3ccc(C)cc3s2)cc1	0.0	74	15	-1.0	-0.1	103.5	1.2	0.0	-3.0	-1.0	104.2
CCOc1ccc(C2c3cc(OC)c(OC)cc3CC(=O)N2c2ccc(OC)cc2)cc1 (stereo unspecified)	0.0	85	12	-8.0	-2.0	107.6	-0.5	-1.0	-7.0	-7.0	104.5
O=c1cc(-c2ccccc2)[nH][nH]1	-4.0	12	26	-4.0	-1.8	102.7	81.9*	-4.0	-1.0	-3.0	103.0
O=c1cc(O)nc(SC23CC4CC(CC(C4)C2)C3)[nH]1	-1.0	17	26	-2.0	-1.6	91.9	-0.8	-5.0	-2.0	0.0	91.2

(list continues)
SMILES	Bim-Bcl-W	GSH bead fluor	Avidin fluor	Bim-Bfl-1	ABCG2 block	RGS4-Gao reg	ABCB1 inh	Bcl-XL Bim block	Bcl-2 Bim block	Bcl-B Bim block	RGS7-Gao
COc1ccc2ccc(=O)oc2c1CC=C(C)C	-2.0	17	10	-2.0	28.4	100.9	0.9	-9.0	-1.0	-5.0	97.3
C/C=C(\C)C(=O)NCCN1C2=NC[C@H](Cc3ccc(O)cc3)N2C[C@@H]1Cc1ccc(OC)cc1	-5.0	20	5	1.0	1.5	98.1	0.6	0.0	-1.0	1.0	99.9
COc1ccc(-c2csc3nc(-c4cccnc4)nc(Cl)c23)cc1OC	11.0	6	12	2.0	2.8	96.0	1.0	12.0	3.0	15.0	95.7
CCOC(=O)C1=C(CNCc2ccccc2Cl)NC(=O)NC1c1ccc2c(c1)OCO2 (stereo unspecified)	-2.0	28	14	0.0	19.4	109.0	3.5	0.0	-4.0	0.0	107.6
CCCN(CC(=O)Nc1ccccc1Br)CC(=O)Nc1ccc(F)c(F)c1F	-4.0	17	7	-17.0	26.5	101.8	2.2	-6.0	-11.0	-7.0	100.4
COc1ccc(N2CN=C3SCC(=O)N3C2)cc1	-4.0	16	21	3.0	0.4	100.1	0.3	-6.0	0.0	0.0	98.8
Cc1ccc(N(C(=O)CCl)C(C(=O)NC2CCCCC2)c2cccnc2)cc1C (stereo unspecified)	-1.0	7	17	-4.0	3.1	103.3	0.9	-3.0	0.0	-5.0	106.3
O=C(CC1C(=O)NCCN1C(=O)Nc1ccccc1)Nc1ccc2c(c1)OCCO2 (stereo unspecified)	-3.0	19	60*	-2.0	0.6	101.3	0.2	-1.0	-2.0	0.0	107.9
N#Cc1cccc2cnccc12	-1.0	45	1	-2.0	3.0	81.9	0.6	-1.0	0.0	0.0	84.9
CC(=O)NCCc1ccc(S(=O)(=O)NCc2ccc3c(c2)OCO3)cc1	0.0	15	10	-1.0	2.8	104.9	0.0	0.0	-2.0	-2.0	104.2
Cc1ccc(-n2nnnc2SC(C)C(=O)Nc2ccccc2-c2ccccc2)cc1 (stereo unspecified)	1.0	17	16	-17.0	4.8	100.7	2.6	-2.0	-12.0	-6.0	99.3
Cc1cc(NC(=O)Cc2ccccc2)ccc1NC(=O)c1cccs1	2.0	15	12	-7.0	0.4	106.2	-0.4	1.0	0.0	-1.0	106.0
CCOP(=O)(OCC)C(NC(=O)Nc1ccc(C)c(Cl)c1)c1ccccc1 (stereo unspecified)	0.0	22	12	0.0	31.3	100.8	-0.3	-5.0	-1.0	-5.0	100.0
Cc1ccc(CN2C(=O)C3CCCN3c3ccc(C#N)cc32)cc1 (stereo unspecified)	-1.0	33	13	-15.0	8.6	100.3	0.7	-8.0	-12.0	-8.0	101.4
CCC1(CC)Cc2ccccc2C(Nc2c(C)n(C)n(-c3ccccc3)c2=O)=N1	-1.0	50	12	-14.0	1.9	105.3	0.8	4.0	-10.0	-6.0	98.6
N#CCC(CNc1ncc(C(F)(F)F)cc1Cl)OC(=O)c1ccc(Cl)cc1Cl (stereo unspecified)	4.0	23	8	6.0	5.7	110.1	0.7	0.0	1.0	-1.0	107.1
CCOC(=O)c1sc(N)nc1C(C)(C)C	-1.0	19	8	0.0	0.8	103.0	0.1	0.0	-1.0	-1.0	100.6
COC(=O)C1CCN(C(=O)/C=C/c2ccc(OC)cc2)CC1	-3.0	26	26	-5.0	-0.5	104.0	-0.4	-7.0	-8.0	-2.0	105.0
Cc1ccc(S(=O)(=O)N2CCN(C(=O)c3ccccn3)CC2)cc1	1.0	12	13	-7.0	1.7	97.1	0.6	0.0	-1.0	0.0	98.8
Cc1cccc(NC(=O)CSc2nnnn2C)n1	0.0	34	14	-17.0	8.1	101.8	-0.1	-1.0	-7.0	-3.0	96.0
COc1ccccc1/C=C(/C(=O)OCC(=O)Nc1ccccc1C(C)C)c1ccccc1	-3.0	12	3	-3.0	14.0	100.6	0.6	-7.0	-2.0	-2.0	98.3
CCc1ccc(C2C(C#N)=C(N)SC(N)=C2C#N)cc1	0.0	43	8	-4.0	2.3	99.7	0.3	-1.0	-6.0	-14.0	103.1
O=C(CN1CCN(c2ccc(F)cc2)CC1)NC(=O)NCc1ccco1	0.0	12	10	-2.0	-1.5	88.2	0.3	0.0	-2.0	0.0	82.0
C=C(C)Cn1c(-c2ccccc2)nc2ccccc21	0.0	25	36	0.0	3.4	99.9	0.9	-2.0	0.0	-1.0	100.8
CC1CCN(C(=O)CSc2nnc(-c3ccncc3)n2C)CC1	1.0	19	23	1.0	2.1	98.2	1.2	3.0	26.0	0.0	107.9

Part of the list above, reformatted.
Sequence of screens: Bim-Bcl-W	GSH bead fluor	Avidin fluor	Bim-Bfl-1	ABCG2 block	RGS4-Gao reg	ABCB1 inh	Bcl-XL Bim block	Bcl-2 Bim block	Bcl-B Bim block	RGS7-Gao
> N#CCC(CNc1ncc(C(F)(F)F)cc1Cl)OC(=O)c1ccc(Cl)cc1Cl (stereo unspecified)
→ 4.0	23	8	6.0	5.7	110.1	0.7	0.0	1.0	-1.0	107.1
> Cc1cccc(NC(=O)CSc2nnnn2C)n1
→ 0.0	34	14	-17.0	8.1	101.8	-0.1	-1.0	-7.0	-3.0	96.0
> CCOC(=O)c1sc(N)nc1C(C)(C)C
→ -1.0	19	8	0.0	0.8	103.0	0.1	0.0	-1.0	-1.0	100.6

(more compounds)
SMILES	Bim-Bcl-W	GSH bead fluor	Avidin fluor	Bim-Bfl-1	ABCG2 block	RGS4-Gao reg	ABCB1 inh	Bcl-XL Bim block	Bcl-2 Bim block	Bcl-B Bim block	RGS7-Gao
COc1ccccc1NC(=O)CSc1nnc(CSc2nc(C)cc(C)n2)o1	-5.0	17	9	-10.0	0.2	104.1	0.2	-6.0	-6.0	-8.0	104.8
O=C(Cc1cccs1)N1CCCC(c2nc(-c3ccc(S(=O)(=O)N4CCCC4)cc3)no2)C1 (stereo unspecified)	-1.0	24	15	-4.0	9.4	97.0	2.4	0.0	-4.0	-2.0	90.4
Cn1c(N)c(C#N)c2c(c1=S)COC(C)(C)C2	0.0	33	6	-3.0	-2.0	101.7	-2.1	2.0	-5.0	-14.0	98.4
O=c1c(Cl)c(Cl)cnn1Cc1nnc(-c2ccccc2Br)o1	-5.0	21	4	-3.0	14.0	102.5	1.2	0.0	0.0	-6.0	103.1
O=C(Cn1c2[n+](c3ccc(C(F)(F)F)cc31)CCCCC2)Nc1ccc(Br)cc1	2.0	6	22	-4.0	1.1	102.8	0.5	0.0	1.0	-6.0	100.6
O=S(=O)(Nc1ccc2cn[nH]c2c1)c1ccc(Cl)s1	0.0	13	8	-3.0	3.0	98.4	0.4	-1.0	-1.0	-2.0	?
CCCCN(CC)c1nc(-c2ccncc2)nc2ccccc12	-1.0	25	33	-14.0	10.8	101.8	1.3	-5.0	-11.0	-9.0	103.3
